HCV inhibitor – blocks hepatitis C virus; Huh7.5.1 HCVcc-Cre infection, luciferase reporter, 44 h; Potency, µM (series often up to 41.8 µM), inactives show at the top dose activity change, negative = inhibition, hits mostly inhibitors; actives 3.4% (n = 340,000); further: potency means the concentration at half of the fitted maximal effect; on the % scale 0 is the no-effect control and ±100 the full control effect
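A cell-based infection assay in which seeded cells (1,000 per well) receive test compound after 4 h, are inoculated with HCVcc-Cre at approximately 0.5 moi, and are incubated 44 h before luminescence detection.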
Cycloheximide cs – affects cycloheximide protein synthesis inhibition readout, counter-screen. cell reporter, cycloheximide protein synthesis inhibition counterscreen. max response, %. actives 12% (n = 300,000). AID 2314; in the data active means max response mostly above about 13%, no sharp cut-off; inactive means mostly below about 14%; further: read at 38.3 µM for the half of the compounds with a filed dose; 0% is about no effect
Pf growth 96h – P. falciparum growth inhibition at 96 hours; P. falciparum luciferase reporter growth, 96 h; Potency, µM (series often up to 28.7 µM), without a hit: at the highest dose activity change, negative = inhibition, usual class: inhibitors; actives 6.9% (n = 320,000); AID 504834; further: potency means the concentration at half of the fitted maximal effect; on the % scale 0 is the no-effect control and ±100 the full control effect
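P. falciparum expressing integrated firefly luciferase, in erythrocytes at 2% hematocrit, 0.05% parasitemia, incubated with compounds 96 h at 37 C, 5% CO2. Growth inhibition read as loss of luminescence; two-generation exposure targets delayed-death apicoplast inhibitors.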
Shiga inhibitor – inhibitors of Shiga toxin in Vero cells | inhibition, % at 38.7 µM | Vero cells, Shiga toxin protein synthesis inhibition reporter | actives 9.2% (n = 290,000); in the data active means inhibition mostly above about 28%, no sharp cut-off; inactive means mostly below about 43%; further: 0% is about no effect
FBPA Giardia inh – blocks Giardia fructose-bisphosphate aldolase activity. purified Giardia FBPA. Potency, µM (series often up to 59.6 µM), for the others: at the highest dose activity, negative = inhibition, actives largely listed as inhibitors. actives 0.71% (n = 290,000). AID 2451. A8B2U2; further: potency means the concentration at half of the fitted maximal effect; on the % scale 0 is the no-effect control and ±100 the full control effect; nearly all actives have a fitted effect of over 55% in size
Target sequence (A8B2U2 whole entry, looked up): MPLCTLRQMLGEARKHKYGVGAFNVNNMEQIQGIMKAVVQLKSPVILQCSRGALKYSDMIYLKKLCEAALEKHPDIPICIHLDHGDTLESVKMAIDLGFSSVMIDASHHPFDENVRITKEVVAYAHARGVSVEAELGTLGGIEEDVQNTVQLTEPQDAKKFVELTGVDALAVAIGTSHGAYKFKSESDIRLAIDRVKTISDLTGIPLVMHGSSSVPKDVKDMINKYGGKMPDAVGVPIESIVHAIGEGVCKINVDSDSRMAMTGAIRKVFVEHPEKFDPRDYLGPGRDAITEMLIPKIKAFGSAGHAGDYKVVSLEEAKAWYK
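Giardia FBPA (40 nM reagent) was preincubated 10 min at RT with compound (up to 57.5 uM final), then substrate plus GAPDH/TPI/NAD/arsenate coupling system with diaphorase/resazurin was added; resorufin fluorescence (525/598 nm) was read after 20 min.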
Pf growth 48h – inhibits P. falciparum growth in the first generation, 48 h | P. falciparum luciferase growth in erythrocytes, 48 h | actives 5.9% (n = 310,000) | Potency, µM (highest dose often 28.7 µM), for inactives: at the highest dose activity change, negative = inhibition, actives largely listed as inhibitors; further: potency means the concentration at half of the fitted maximal effect; on the % scale 0 is the no-effect control and ±100 the full control effect
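Luciferase-expressing P. falciparum in infected erythrocytes (2% hematocrit, 0.1% parasitemia final) in RPMI 1640/0.5% Albumax were exposed to compound for 48 hours at 37 C, 5% CO2; growth read as luminescence.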
Active calls of the source: *; ? = inconclusive; . = not tested or not shown; & = joins results of further samples; [ ] = remark or other dose. Unless noted, the call rests on the fitted dose curve; in most records, active means well fitted curve in the direction sought with a large enough effect; inconclusive means small, poorly fitted or top-dose-only effect, or another doubt; inactive means no such curve, though single readings can be large; an effect the other way counts as inactive or inconclusive.

SMILES	HCV inhibitor	Cycloheximide cs	Pf growth 96h	Shiga inhibitor	FBPA Giardia inh	Pf growth 48h
CCOc1ccc2nc3c(cc2c1)CN(CCOC)C(=NC)S3	-5%	13	2.1µM*	15	-3%	?
Nc1nonc1-n1nnc(C(=O)N/N=C/c2ccoc2)c1CSc1ccc(Cl)cc1	4%	1	20%	10	.	17%
CC1(O)c2ccccc2C(=O)N1CCc1ccccc1F (configuration not stated)	27%	43*	0%	66*	-18%	33%[activator]
O=C1/C(=C/c2ccncc2)SC(=S)N1Nc1ccccc1	10%	11	9.3µM*	5	-24%	8.3µM*
Cc1cccc(N/C=C/C(=O)c2ccc(Cl)cc2)c1	1%	35*	429%[activator]	88*	-6%	203%[activator]
Cc1cccc(C)c1NC(=O)CSc1nnc(CCCCCNC(=O)OC(C)(C)C)o1	8%	1	-17%[5.75 µM]	-11	13%	?
Cc1ccc(-c2cnn(-c3cccc([N+](=O)[O-])c3)c2N)cc1	11%	46*	100%[activator]	103*	-1%	202%[activator]
Cc1c(O)ccc2c(CN(C)Cc3ccccc3)cc(=O)oc12	-21%	12	-17%	44	9%	?
CCOc1cc(/C=N\NC(=O)Cn2nnc3ccccc32)ccc1O	-15%	3	17%	-4	4%	8%
CSCCC(NS(=O)(=O)c1ccc(F)cc1)C(=O)NCc1ccc(S(N)(=O)=O)cc1 (configuration not stated)	10%	-4	0%	19	5%	5%
O=C(OCCN=C1NS(=O)(=O)c2ccccc21)C1CC(=O)N(c2ccc(Cl)cc2)C1 (configuration not stated)	-7%	-2	76%[activator]	-14	5%	8%
Cc1ccc(SCCNS(=O)(=O)c2ccc(F)cc2)cc1	?	1	-9%	-1	-10%	2%
c1cc(C(c2nnnn2C2CCCCC2)N2CCN3CCCC3C2)ccn1 (configuration not stated)	2%	-2	18%	14	-11%	?
O=C(NNC(=O)c1cccnc1Cl)c1ccc(F)cc1	5%	3	24%	-3	.	12%
CCC(=O)Nc1sc(C(=O)Nc2ccccc2F)c(C)c1C(=O)OC	-28%	7	2.1µM*	52*	0%	6%
Cc1nc2scc(C)n2c(=O)c1S(=O)(=O)N1CCN(c2ccccn2)CC1	15%	1	-13%	-5	-4%	-29%
Cc1ccc(/C=N/NS(=O)(=O)c2ccccc2)o1	37%[activator]	-4	0%	4	-1%	8%
Cc1cc(NCc2ccccn2)n2ncc(-c3ccc(Cl)cc3)c2n1	?	29*	36%[activator]	48*	-11%	33%[activator]
Nc1nc(SCC(=O)Nc2ccc([N+](=O)[O-])cc2Br)n[nH]1	-9%	1	23%	-4	7%	24%
CCOc1ccc(NC(=O)CN(C)C(=O)CC2CCCC2)cc1OCC	-8%	.	13µM*	.	.	?
CC(C)(C)C(=O)NC(=S)Nc1ccccc1F	5%	26*	0%	40	1%	34%[activator]
O=C=NCCCCN=C=O	.	-3	.	7	0%	.
C[C@@H]1CCC[C@H](C)N1	.	.	0%[12.8 µM]	.	1%[21.7 µM]	11%[12.8 µM]
O=C(CSc1nnc(Cn2nnc(-c3ccccc3)n2)n1-c1ccccc1)Nc1ccccc1	?	-2	?	8	-3%	?
COc1cccc(NC(=S)N(CCc2nc3cc(C)c(C)cc3[nH]2)Cc2cccnc2)c1	-12%	-1	12µM*	-7	-1%	?

Next compounds follow:
SMILES	HCV inhibitor	Cycloheximide cs	Pf growth 96h	Shiga inhibitor	FBPA Giardia inh	Pf growth 48h
COc1cccc(C(=O)NC2CCCC2)c1	2%	7	4.7µM*	43	0%	14%
COc1ccccc1N1C(=O)CC(=O)NC1=O	9%	-3	27%	-3	1%	11%
CCCOc1ccc(C(=O)C(CN2CCOCC2)c2ccccc2)cc1 (configuration not stated)	?	9	-20%	16	-4%	?
O=C(NCCC1=CCCCC1)c1ccc(-n2cncn2)cc1	2%	.	191%[activator]	.	.	221%[activator]
CCCOc1ccc(-c2csc3ncn(Cc4ccc(C(=O)O)cc4)c(=O)c23)cc1	?	-3	?	-12	24%	3%
COc1ccccc1CNC(=O)C1CCN(S(=O)(=O)c2ccc3c(c2)C(C)(C)C(=O)N3C)CC1	-3%	-2	?	-2	4%	?
COc1ccc(N(C(=O)CNS(=O)(=O)c2ccccc2)C(C(=O)NCc2ccco2)C(C)C)cc1 (configuration not stated)	9%	0	-22%	4	0%	-12%
O=C(Nc1ccc(NC(=O)c2cccs2)cc1)c1ccc2c(c1)OCCO2	?	1	36%	-7	0%	151%[activator]
O=C(CSc1ccc(Cl)cc1)NNC(=O)c1cccnc1	12%	-2	113%[activator]	17	4%	0%
COc1ccc(C(=S)N(C)C)cc1OC	21%	-2	8.3µM*	-19	-1%	15%
CC(C)NC(=S)Nc1ccc2[nH]c(=O)[nH]c2c1	9%	-2	?	2	?	8%
COCCN1CCN(C(=O)c2ccc3nc(Cc4ccccc4F)oc3c2)CC1	11%	9	?	15	.	-3%
Cc1nn(CC(O)c2ccccc2)c(C)c1Br (configuration not stated)	-17%	13	-15%	-11	-3%	.
O=C1OCCC1Sc1nc2cc(Cl)ccc2n1Cc1ccccc1 (configuration not stated)	16%	-1	11%	-1	11%	9%
CCc1cccc2c(C(=O)CN3C(=O)N(C)C4(CCCCC4)C3=O)c[nH]c12	7.1µM*	.	-22%	.	.	?
N#Cc1c(/N=C/c2c(O)n(Cc3ccco3)c(=O)[nH]c2=O)sc2c1CCCC2	-8%	-2	?	-1	?	51%
C=CCN(C(=O)CCC(=O)O)C1CC(=O)N(c2ccc(OC)cc2)C1=O (configuration not stated)	9%	-3	14%	-3	-3%	11%
COC(CNC(=O)Cc1c(C)nc2c(-c3ccccc3)c(C)nn2c1C)OC	2%	-6	-1%	-5	-3%	?
CCC(=O)OCc1c(C(F)(F)F)nn(C)c1Sc1ccc(F)cc1	9%	0	91%[activator]	-13	3%	46%[activator]
COc1ccccc1NC(=S)Nc1ccccc1F	-13%	9	38%[activator]	16	7%	16%
Cc1ccc(N/N=C/c2ccc3c(c2)OCCO3)cc1Cl	-5%	55*	-20%	28*	-15%	?
NC(=O)c1c(NC(=S)Nc2ccccc2)sc2c1CCCC2	?	7	2%	36	-26%	8%
c1ccc(CCCNc2ncnc3nc[nH]c23)cc1	?	27*	?	37	-8%	18%
CCOC(=O)CNC(=O)C1(c2ccccc2)CCCC1	13%	7	.	26	0%	-1%
Cc1cc(C)c(S(=O)(=O)Nc2cc(SCC(=O)O)c(O)c3ccccc23)cc1C	?	6	2.6µM*	31	4µM*	10µM*

Single records, from the list above. Order of screens: HCV inhibitor | Cycloheximide cs | Pf growth 96h | Shiga inhibitor | FBPA Giardia inh | Pf growth 48h
O=C(Nc1ccc(NC(=O)c2cccs2)cc1)c1ccc2c(c1)OCCO2 is listed as ? | 1 | 36% | -7 | 0% | 151%[activator]
COc1ccccc1N1C(=O)CC(=O)NC1=O is listed as 9% | -3 | 27% | -3 | 1% | 11%
C=CCN(C(=O)CCC(=O)O)C1CC(=O)N(c2ccc(OC)cc2)C1=O (configuration not stated) is listed as 9% | -3 | 14% | -3 | -3% | 11%
COc1cccc(C(=O)NC2CCCC2)c1 is listed as 2% | 7 | 4.7µM* | 43 | 0% | 14%
COc1ccc(N(C(=O)CNS(=O)(=O)c2ccccc2)C(C(=O)NCc2ccco2)C(C)C)cc1 (configuration not stated) is listed as 9% | 0 | -22% | 4 | 0% | -12%

Later entries.
SMILES	HCV inhibitor	Cycloheximide cs	Pf growth 96h	Shiga inhibitor	FBPA Giardia inh	Pf growth 48h
CN(C)c1ccc(NC(=O)Nc2ccc3c(c2)nnn3C)cc1	-5%	32*	-1%	.	-5%	15%
Cc1cc(C)c(NC(=O)CNC(=O)c2cc([N+](=O)[O-])ccc2N2CCOCC2)c(C)c1	25µM*	.	2%	.	.	?
Cc1ccc(N/N=C/c2cccnc2)cc1	-4%	53*	?	84*	0%	?
COc1ccccc1N(C)S(=O)(=O)c1ccc(Cl)c(C(=O)Nc2cccc(C)n2)c1	?	.	2.3µM*	.	.	2.1µM*
CC1=Nc2nc(N3CCCCC3)c(C#N)c3c4c(nc(c23)N1)N(c1ccc(C(C)C)cc1)C(=O)C4	-16%&15%	-1	1.2µM*	-13	-19%	?
O=C(CS(=O)c1cccc(C(F)(F)F)c1)Nc1ccccc1Cl (configuration not stated)	4%	-1	-1%	18	-4%	2%
O=C(c1sc2cc(F)ccc2c1Cl)N1CCN(c2cccc(Cl)c2)CC1	17%	-1	?	18	0%	-2%
O=C(NCC(c1ccco1)N1CCOCC1)c1c(F)cccc1F (configuration not stated)	3%	.	14%	.	.	5%
c1ccc2[nH]c(C3CC3)nc2c1	4%	-2	27%	1	-10%	2%
Cc1ccc(C2=Nc3ccccc3SC(c3cccc([N+](=O)[O-])c3)C2)cc1 (configuration not stated)	4%	35*	?	70*	?	32%[activator]
CC1CC(C)(C)NC(=S)N1CC(=O)N(C)Cc1ccccc1 (configuration not stated)	7%	-3	-13%	-9	-5%	-20%
COc1cccc(-c2cc(C(=O)NCCCn3ccnc3)no2)c1	6%	23*	?	103*	-7%	79%[activator]
CNC(=S)N1CCC(NC(=O)c2ccco2)CC1	.	-1	0%	-3	0%	12%
O=[N+]([O-])c1ccc(CN2CCN(c3ccccc3)CC2)o1	11%	-3	-25%	.	?	14%
COc1ccc(NC(=O)C2CCN(S(=O)(=O)c3cn(C)nc3C)CC2)cc1	1%	0	?	-13	.	7%
COC(=O)c1ccc(C(=O)OC)c(NC(=O)CCC(=O)O)c1	-4%	-2	-5%	23	4%	5%
Cc1nn(CCC#N)c2nc(C(F)(F)F)[nH]c(=O)c12	6%	-4	-2%	30	-9%	10%
O=C(Nc1cccc(F)c1)c1cccc2c1C(=O)N(C1CCCCC1)C2	?	-2	?	-4	.	?
O/N=C1\CCCC\C1=C/c1ccccc1	3%	3	0%	1	27%	-6%
Cc1[nH]c2ccccc2c1C(=O)NS(=O)(=O)Nc1ccc(F)cc1	6%	-1	0%	-11	2%	?
Cc1cccnc1NC1CCCCC1	24%	8	1%	5	2%	25%
CCN1CCN(c2nc(Nc3cccc(OC)c3)nc(N)c2[N+](=O)[O-])CC1	?	-7	?	-10	2%	?
COc1cccc2c1CCc1c-2nc2ccccc2c1C(=O)O	5%	-1	?	-5	-28%	41%[activator]
COc1ccc2c(=O)cc(-c3ccccc3)n(C)c2c1	?	3	-22%	13	-14%	-7%
CCC(C)(C)n1nnnc1C(c1cccs1)N1CCN(c2nc3ccccc3s2)CC1 (configuration not stated)	10µM*	-4	.	-4	0%	12µM*

Other structures follow:
SMILES	HCV inhibitor	Cycloheximide cs	Pf growth 96h	Shiga inhibitor	FBPA Giardia inh	Pf growth 48h
O=C(Nc1ccccc1Cl)NC1(C(=O)NCc2cccnc2)CCCCC1	0%	-4	14%	-7	-8%	-27%
CC1CCCCC1NC(=O)/C(C#N)=C/c1ccccc1F (configuration not stated)	?	9	12µM*	11	0%	?
Cc1ccc(-n2nnc3c(=O)n(CC(=O)NCc4ccccc4)cnc32)cc1	18%	-8	30%[activator]	3	0%	7%
CCC(=O)Nc1ccc(C(=O)OCc2ccccc2Cl)cc1	-14%	33*	44%[activator]	18	16%	.
O=C1CC(c2ccc3c(c2)OCCO3)Oc2ccccc21 (configuration not stated)	-16%	52*	191%[activator]	80*	-2%	202%[activator]
O=C(OCC(=O)N1CCN(c2ccccc2)CC1)c1ncc(Cl)c(Cl)c1Cl	8%	.	29%	.	.	-11%
C/C(=N\Nc1nccnc1Cl)c1ccc(Br)cc1	1%	30*	-10%	78*	?	16%
COc1cc(/C=N/N(C)C)ccc1OC(=O)c1cccs1	0%	29*	41%[activator]	71*	-16%	456%[activator]
CN(C)S(=O)(=O)n1cnc([C@@H]2[C@H]3C(=O)OC[C@@H]3C[C@@]23N=CN(Cc2ccccc2)C3=O)c1	12%	.	?	.	.	8%
O=C(CN1CCc2[nH]c3ccccc3c2C1)N1CCCCC1	5%	16	29%	10	-24%	15%

High-throughput results deposited in PubChem BioAssay by National Center for Advancing Translational Sciences (NCATS).
